Screening data deposited in PubChem BioAssay by Broad Institute.
CFTR F508del cor: CFTR F508del correction in bronchial cells. CFBE cells, YFP halide quenching; stimulated with forskolin plus potentiator P3; % fluorescence drop versus neutral controls. activity (quench increase), % at 7.58 µM. 350,000 compounds, 0.36% hits. AID 720511;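 active = mean added fluorescence quench of at least 8% versus neutral control, with both replicates also reaching 8%; inconclusive = only one of the mean or replicate conditions met; inactive = mean below 8% and not both replicates reaching 8%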;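 also: cells transiently co-express mutant CFTR-F508del with the halide-sensitive YFP; corrector assay measuring rescue of mutant channel to the surface after 24 h compound exposure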
RAD54 branch: blocks human RAD54 Holliday junction branch migration | Q92698 | FAM/BHQ fluorescence | inhibition, % at 10.4 µM | 360,000 compounds, 0.14% hits | AID 602329;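 active = mean normalized replicate activity at least 40 and at least half of replicates scoring 40 or more; inconclusive = only one of the two criteria met; inactive = mean below 40 and under half of replicates reaching 40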;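 also: 0% = median of neutral control wells and 100% = median of positive control wells; inhibitors cause a drop in the FAM fluorescence signal; in these data hits start at about 50%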
Target sequence (Q92698 whole entry, looked up): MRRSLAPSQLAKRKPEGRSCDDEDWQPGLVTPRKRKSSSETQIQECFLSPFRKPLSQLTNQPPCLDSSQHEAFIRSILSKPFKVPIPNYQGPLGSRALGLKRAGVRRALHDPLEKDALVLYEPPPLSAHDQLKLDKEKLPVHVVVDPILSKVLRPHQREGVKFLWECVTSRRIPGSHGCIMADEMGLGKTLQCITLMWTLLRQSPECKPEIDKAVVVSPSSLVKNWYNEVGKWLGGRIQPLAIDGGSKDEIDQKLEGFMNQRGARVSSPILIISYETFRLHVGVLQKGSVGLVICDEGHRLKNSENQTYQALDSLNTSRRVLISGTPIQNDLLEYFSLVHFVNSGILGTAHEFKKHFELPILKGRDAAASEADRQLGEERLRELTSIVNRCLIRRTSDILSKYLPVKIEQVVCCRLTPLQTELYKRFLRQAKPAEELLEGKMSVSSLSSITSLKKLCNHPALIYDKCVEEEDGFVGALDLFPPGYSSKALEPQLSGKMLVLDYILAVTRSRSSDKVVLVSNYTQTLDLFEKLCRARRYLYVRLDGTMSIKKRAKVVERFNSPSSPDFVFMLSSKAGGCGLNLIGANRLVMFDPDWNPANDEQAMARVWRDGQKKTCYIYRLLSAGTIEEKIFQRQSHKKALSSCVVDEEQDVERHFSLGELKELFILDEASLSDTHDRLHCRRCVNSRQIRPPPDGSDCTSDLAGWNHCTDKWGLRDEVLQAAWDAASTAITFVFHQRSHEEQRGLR
DENV2 CPE rescue: protects cells from dengue virus 2 cytopathic effect. DENV2-infected cells, cytopathic effect rescue, plate reader. CPE inhibition, % at 9.99 µM. 350,000 compounds, 1.7% hits; in the data active = CPE inhibition above about 20%, passing the limit was not always enough; inconclusive = no clear call, values can overlap the other calls; tested in BHK-21 cells;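 also: 0% = median of neutral control wells and 100% = median of positive control wells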
Xi reactivation: activators of X-chromosome reactivation in mouse fibroblasts; activation, % at 7.58 µM; 360,000 compounds, 0.055% hits; AID 743238; XiGFP mouse fibroblasts, % GFP-positive cells imaging, 3 d; cells co-treated with 5-aza-dC sensitizer; scaled so ellipticine positive control = 100%;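 active = mean normalized replicate activation at least 10% and every replicate at or above 10%; inconclusive = only one of the two criteria met; inactive = mean below 10% and not all replicates reach 10%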;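 also: 0% = median of on-plate neutral control wells and 100% = ellipticine 6 µM median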
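Material: XiGFP fibroblasts, SV40-immortalized. Buffer or medium: DMEM plus 5-aza-dC sensitizer. Compound: single concentration per compound, delivered by pin transfer. Times: 3 days compound exposure. Controls: ellipticine 6 µM.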
E-sel inducer: induces E-selectin expression in human endothelial cells; HUVEC E-selectin immunofluorescence imaging; normalized: neutral wells 0, TNF-alpha wells 100; P16581; 260,000 compounds, 0.37% hits; activation, % at 7.58 µM;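 active = mean E-selectin-positive cell signal at least 10% of the positive control, reached in at least 60% of replicates, without over 20% cell loss; inconclusive = no rule given, readout overlaps actives, possibly toxicity-flagged; inactive = the rest, including those meeting only one limit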;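 also: in these data hits start at about 27%; measured in HUVEC primary endothelial cells; signal is the percent of cells scored E-selectin positive by PE staining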
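Assay system: HUVEC primary endothelial cells. Input: 3,000 HUVEC seeded per well. Doses: one compound dose added by pin transfer. Read-out basis: % PE-positive cells. Benchmarks: TNF-alpha high, DMSO low. Detection: immunofluorescence imaging. Buffer or medium: EGM-2, gelatin.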
Casp6 inh: inhibitors of human caspase-6; P55212; purified caspase-6, Z-VEID-R110 cleavage fluorescence; inhibition, % at 12.5 µM; 350,000 compounds, 0.53% hits;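 active = mean inhibition across replicates at least about 35%, with every replicate also reaching that limit, limit read from the data; inconclusive = only one of the two criteria met; inactive = neither criterion met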;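 also: 0% = median of neutral control wells and 100% = no fluorescence left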
Target sequence (P55212 24-179 limits assumed): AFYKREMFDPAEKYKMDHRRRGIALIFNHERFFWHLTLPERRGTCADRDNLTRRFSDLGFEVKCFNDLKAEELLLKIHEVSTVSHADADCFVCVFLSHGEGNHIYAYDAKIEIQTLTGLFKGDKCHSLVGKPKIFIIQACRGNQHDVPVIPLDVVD
Target sequence (P55212 194-293 limits assumed): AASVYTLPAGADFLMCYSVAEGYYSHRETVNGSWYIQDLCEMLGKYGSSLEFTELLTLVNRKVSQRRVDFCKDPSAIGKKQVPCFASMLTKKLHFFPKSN
RAD52 anneal inh: inhibitors of human RAD52 DNA annealing; P43351; inhibition, % at 18.7 µM; recombinant RAD52 DNA annealing, FRET fluorescence; 360,000 compounds, 0.46% hits;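 active = every replicate showing at least 50% inhibition; inconclusive = mean inhibition at least 50% but not in every replicate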
GSIS activator: primary screen for activators of insulin secretion dependent on glucose, INS-1E cells, GLuc reporter luminescence | activation, % at 16.6 µM | 370,000 compounds, 0.61% hits | AID 743287 | INS-1E GLuc reporter insulin secretion, 2-3 h;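 active = lowest replicate activation of at least 40%, so every replicate reaches that level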;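 also: 0% = median of neutral control wells and 100% = median of IBMX positive control wells; some compounds called inactive have numbers as strong as hits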
* = called active by the depositor; ? = inconclusive; / = no result given.

[1] O=C(Nc1nc2ccccc2c(=O)[nH]1)c1ccccc1SCc1ccccc1
[2] COc1ccc(C2=C3C(=O)OCC3Cc3ncn(Cc4ccccc4)c32)cc1 (centres undefined)
[3] COc1ccc(NC(=O)N2CCCCN3[C@H](CO)[C@@H](c4ccc(C5=CCCC5)cc4)[C@H]3C2)cc1
[4] CC(Cc1ccccn1)NC(=O)c1ccc(OC2CCN(Cc3ccccn3)CC2)cc1 (centres undefined)
[5] O=c1cc(CO)oc(C(Nc2cccc([N+](=O)[O-])c2)c2ccccn2)c1O (centres undefined)
[6] CCc1cc2c3c(c1)C(C)CC(C)(C)N3C(=O)/C2=C1\SC(=O)NC1=O (centres undefined)
Assay by compound	1	2	3	4	5	6
CFTR F508del cor	1.5	1.9	1.2	-0.2	-3.2	3.3
RAD54 branch	7	-14	-1	3	-7	0
DENV2 CPE rescue	-8	-1	8	-3	4	-6
Xi reactivation	0.0	0.2	/	0.0	0.2	-0.1
E-sel inducer	/	0.0	/	-0.3	0.6	0.0
Casp6 inh	-3	-1	-1	-5	2	8
RAD52 anneal inh	-10	-5	65*	-26	-19	-16
GSIS activator	-10	11	/	2	/	-9

[7] COc1ccc(C(C)=O)cc1CSc1ccccn1
[8] CN(C)c1ccc(/C=C2/C=C(c3ccc4c(c3)CCCC4)OC2=O)cc1
[9] COc1ccc(S(=O)(=O)N2CCN(C(c3ccccc3)c3ccccc3)CC2)cc1NC(C)=O
[10] N#C[C@H]1N[C@H](CO)[C@@H]1c1ccc(C#Cc2cccnc2)cc1
[11] CCS(=O)(=O)c1ccc2oc(SCC(=O)NCCc3ccc(OC)cc3)nc2c1
[12] O=C(C1CCCCC1)N1CC2(C1)[C@@H](c1ccccc1)[C@@H](CO)N2Cc1cncnc1
Assay by compound	7	8	9	10	11	12
CFTR F508del cor	2.4	0.0	0.3	2.0	1.5	3.3
RAD54 branch	/	/	-5	-6	/	/
DENV2 CPE rescue	-3	-7	-3	0	2	11
Xi reactivation	0.3	0.2	0.3	0.3	0.0	0.2
E-sel inducer	7.3	-0.2	/	-0.6	/	0.0
Casp6 inh	-3	2	-4	0	-6	0
RAD52 anneal inh	-8	-10	-14	-29	-15	-8
GSIS activator	6	-5	12	3	13	0

[13] O=[N+]([O-])c1cccc(/C=N/Nc2nc(N3CCOCC3)nc(N3CCOCC3)n2)c1
[14] O=C(CN1CCOCC1)NCC[C@@H]1CC[C@@H](NC(=O)Nc2ccc(Cl)cc2)[C@@H](CO)O1
[15] CCN1CCN(Cc2ccc(NC(=O)Nc3ccc(OC)cc3)cc2)CC1
[16] C[C@@H]1CN([C@@H](C)CO)C(=O)c2cc(NC(=O)Cc3ccccc3)ccc2O[C@H]1CN(C)Cc1ccncc1
[17] COCC(=O)N(C)C[C@H]1Oc2cc(C#CC3CCCC3)ccc2S(=O)(=O)N([C@@H](C)CO)C[C@@H]1C
[18] CC1CC(C)(C)NC(=S)N1CCCC(=O)NCCc1ccc(Cl)cc1 (centres undefined)
Assay by compound	13	14	15	16	17	18
CFTR F508del cor	1.7	-1.0	0.1	-2.2	0.7	1.1
RAD54 branch	/	3	12	-6	/	/
DENV2 CPE rescue	11	-5	1	15	/	-5
Xi reactivation	0.0	0.4	0.0	0.3	-1.3	0.2
E-sel inducer	/	-0.1	/	-3.8	0.5	-0.2
Casp6 inh	-1	0	-7	0	/	-1
RAD52 anneal inh	-16	4	-9	11	/	3
GSIS activator	7	-8	-2	2	-4	0

[19] O=C(Nc1ccc(NC(=O)c2cccs2)cc1)c1ccc2ccccc2c1
[20] CCCC(C(=O)NCCC(C)C)N(Cc1ccccc1)C(=O)c1snc(C(N)=O)c1N (centres undefined)
[21] COc1ccc(NS(=O)(=O)c2ccc(-c3coc(C)n3)cc2)c(OC)c1
[22] CCCC(=O)NC(C)C(c1cccs1)N1CCN(C)CC1 (centres undefined)
[23] COc1ccc(-c2nnn(CC(=O)N(CC(=O)NC3CCCC3)Cc3ccco3)n2)cc1OC
[24] O=C(/C=C/c1ccco1)NC(=S)Nc1cccc(C(=O)O)c1
Assay by compound	19	20	21	22	23	24
CFTR F508del cor	0.4	-0.5	-0.9	-1.2	-1.7	-1.6
RAD54 branch	3	-12	0	0	/	-14
DENV2 CPE rescue	-4	-1	0	-4	-1	-2
Xi reactivation	0.2	0.1	0.1	/	0.6	0.2
E-sel inducer	/	1.1	0.4	/	-2.1	0.1
Casp6 inh	-4	1	-3	2	1	36*
RAD52 anneal inh	-17	-14	-15	-23	-10	-131
GSIS activator	3	-18	-9	8	9	3

[25] CC1CCCN(C2(O)C(=O)Nc3ccc([N+](=O)[O-])cc32)C1 (centres undefined)
[26] COc1cccc(NC(=O)Nc2cccn(Cc3ccc(C)cc3)c2=O)c1
[27] Cc1noc(C)c1NC(=O)Nc1ccc2c(c1)CC(=O)N([C@H](C)CO)C[C@H](C)[C@H](CN(C)C(=O)Nc1cccc3ccccc13)O2
[28] CCCC(=O)NC(c1ccc(OC)cc1)c1ccc2cccnc2c1O (centres undefined)
[29] O=c1oc2ccccc2c2c1nnn2CCO
[30] CC(C)N(C(=O)[C@H]1C[C@H](CC(=O)NCCCN(C)C)C(=O)N2CCc3c([nH]c4cc(CCC(=O)N(C)C)ccc34)[C@]12C)C(C)C
Assay by compound	25	26	27	28	29	30
CFTR F508del cor	-2.4	0.5	0.2	0.5	-2.6	3.1
RAD54 branch	/	/	-1	/	9	-4
DENV2 CPE rescue	-4	3	63*	-2	-2	11
Xi reactivation	0.2	-0.2	0.0	2.9	0.0	-0.1
E-sel inducer	-0.1	-0.6	-0.2	2.7	4.5	/
Casp6 inh	-1	-3	-1	2	1	-16
RAD52 anneal inh	-5	9	-15	-18	-25	-2
GSIS activator	-12	-3	4	19	-19	21

[31] O=C(CN1C(=O)NC2(CCCC2)C1=O)OCc1ccc(F)cc1
[32] COc1cccc(CN(C)C(=O)COc2ccc(C(=O)c3ccc(Cl)cc3)cc2)c1OC
[33] COc1ccc(N2CCN(C(=O)COC(=O)[C@@H](NC(=O)c3c(F)cccc3F)C(C)C)CC2)cc1
[34] Cn1c(=O)n(CC(=O)O)c(=O)c2c1nc1n2CCCN1Cc1ccccc1
[35] COc1ccc(CCNC(=S)Nc2ccc(C(C)C)cc2)cc1
[36] C[C@@H]1CN([C@H](C)CO)C(=O)c2cccc(NC(=O)C3CCOCC3)c2O[C@H]1CN(C)S(=O)(=O)c1cn(C)cn1
Assay by compound	31	32	33	34	35	36
CFTR F508del cor	-1.3	-3.0	-0.7	-1.1	-0.2	-0.4
RAD54 branch	/	5	2	-6	6	-7
DENV2 CPE rescue	?	5	?	0	-5	?
Xi reactivation	0.3	0.0	0.1	0.1	-0.1	-0.2
E-sel inducer	-0.2	0.0	/	2.9	-1.1	-0.1
Casp6 inh	1	-1	2	4	6	1
RAD52 anneal inh	-1	-54	5	4	-7	-16
GSIS activator	-1	-22	8	-6	-38	8

[37] COc1cccc(CNCc2ccco2)c1O
[38] Cc1onc(-c2c(Cl)cccc2Cl)c1NC(=O)NC1CCSC1 (centres undefined)
[39] COC(=O)c1sccc1NC(=O)c1ccccc1
[40] COCC(=O)Nc1ccc2c(c1)C(=O)N(C)C[C@@H](OC)[C@H](C)CN(CC1CC1)[C@H](C)CO2
[41] Cc1ccccc1-c1cccc(CN2CCN(C)C(CCO)C2)c1 (centres undefined)
[42] C[C@@H]1CN([C@@H](C)CO)C(=O)c2cc(C3=CCCCC3)cnc2O[C@H]1CN(C)Cc1cccnc1
Assay by compound	37	38	39	40	41	42
CFTR F508del cor	1.2	0.0	/	1.4	2.5	2.4
RAD54 branch	14	-6	/	3	0	1
DENV2 CPE rescue	-5	12	-4	1	10	12
Xi reactivation	0.0	0.0	0.0	-0.5	0.2	-0.7
E-sel inducer	/	-0.4	/	-0.1	-0.3	0.0
Casp6 inh	2	0	13	-8	-1	-1
RAD52 anneal inh	-9	-8	-1	-8	5	15
GSIS activator	-13	-5	/	7	3	29

[43] C[C@@H]1CN([C@H](C)CO)C(=O)c2cc(NS(C)(=O)=O)ccc2O[C@H]1CN(C)C(=O)NC1CCCCC1
[44] COc1cccc(NC(=O)Nc2nnc(COCCO)s2)c1
[45] O=C(COc1ccc2ccc(=O)oc2c1)NCCN1CCOCC1
[46] Cc1cccc2nc(CSc3nc4[nH]ncc4c(=O)n3-c3ccccc3Cl)cc(=O)n12
[47] C=CCn1c(N2CCOCC2)nc2c1c(=O)[nH]c(=O)n2C
[48] COC(=O)C(CC(C)C)NC(=O)c1cccs1 (centres undefined)
Assay by compound	43	44	45	46	47	48
CFTR F508del cor	-1.1	-1.5	-1.6	-3.1	-0.6	0.5
RAD54 branch	-16	17	-1	/	/	0
DENV2 CPE rescue	2	2	?	/	2	-3
Xi reactivation	-1.0	0.0	0.0	0.0	-0.1	0.0
E-sel inducer	/	0.0	0.1	/	0.0	-0.1
Casp6 inh	-4	2	-3	1	4	-4
RAD52 anneal inh	8	-2	-3	-36	5	-15
GSIS activator	18	/	-12	-27	39	4

Profiles as entered above. Screens in order: CFTR F508del cor | RAD54 branch | DENV2 CPE rescue | Xi reactivation | E-sel inducer | Casp6 inh | RAD52 anneal inh | GSIS activator
`COc1cccc(CNCc2ccco2)c1O` is entered as 1.2 | 14 | -5 | 0.0 | / | 2 | -9 | -13
`COC(=O)c1sccc1NC(=O)c1ccccc1` is entered as / | / | -4 | 0.0 | / | 13 | -1 | /
`O=C(/C=C/c1ccco1)NC(=S)Nc1cccc(C(=O)O)c1` is entered as -1.6 | -14 | -2 | 0.2 | 0.1 | 36* | -131 | 3

Following part:
[49] O=C(CN1C(=O)C2CCCCC2C1=O)N1CCN(c2ccc(F)cc2)CC1 (centres undefined)
[50] O=C1CCC(C(=O)N(CCO)Cc2ccccc2)CN1CC1CCCCC1 (centres undefined)
[51] CCCCn1c(N)c(N(C)C(=O)c2c(C)nn(-c3ccccc3)c2C)c(=O)[nH]c1=O
[52] NNC(=O)c1cc2ccccc2[nH]1
Assay by compound	49	50	51	52
CFTR F508del cor	-3.5	-0.7	-2.0	2.4
RAD54 branch	/	-6	2	/
DENV2 CPE rescue	?	-5	4	/
Xi reactivation	0.1	0.3	0.0	0.0
E-sel inducer	/	/	-1.1	3.9
Casp6 inh	2	2	-6	1
RAD52 anneal inh	-14	-22	-2	-5
GSIS activator	-1	-3	-5	-7
